BLM helicase inh – blocks DNA unwinding by human BLM helicase; AID 2528; recombinant BLM DNA unwinding, fluorescence dequenching; P54132; 0.2% of 350,000 active; Potency, µM (top dose mostly 56.1 µM), without a hit: at the top dose activity change, negative = inhibition, usual class: inhibitors;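 also: plate controls were vehicle for no effect and no enzyme for full effect; nearly all actives have a fitted effect of over 35% in size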
Target sequence (P54132 whole entry, looked up): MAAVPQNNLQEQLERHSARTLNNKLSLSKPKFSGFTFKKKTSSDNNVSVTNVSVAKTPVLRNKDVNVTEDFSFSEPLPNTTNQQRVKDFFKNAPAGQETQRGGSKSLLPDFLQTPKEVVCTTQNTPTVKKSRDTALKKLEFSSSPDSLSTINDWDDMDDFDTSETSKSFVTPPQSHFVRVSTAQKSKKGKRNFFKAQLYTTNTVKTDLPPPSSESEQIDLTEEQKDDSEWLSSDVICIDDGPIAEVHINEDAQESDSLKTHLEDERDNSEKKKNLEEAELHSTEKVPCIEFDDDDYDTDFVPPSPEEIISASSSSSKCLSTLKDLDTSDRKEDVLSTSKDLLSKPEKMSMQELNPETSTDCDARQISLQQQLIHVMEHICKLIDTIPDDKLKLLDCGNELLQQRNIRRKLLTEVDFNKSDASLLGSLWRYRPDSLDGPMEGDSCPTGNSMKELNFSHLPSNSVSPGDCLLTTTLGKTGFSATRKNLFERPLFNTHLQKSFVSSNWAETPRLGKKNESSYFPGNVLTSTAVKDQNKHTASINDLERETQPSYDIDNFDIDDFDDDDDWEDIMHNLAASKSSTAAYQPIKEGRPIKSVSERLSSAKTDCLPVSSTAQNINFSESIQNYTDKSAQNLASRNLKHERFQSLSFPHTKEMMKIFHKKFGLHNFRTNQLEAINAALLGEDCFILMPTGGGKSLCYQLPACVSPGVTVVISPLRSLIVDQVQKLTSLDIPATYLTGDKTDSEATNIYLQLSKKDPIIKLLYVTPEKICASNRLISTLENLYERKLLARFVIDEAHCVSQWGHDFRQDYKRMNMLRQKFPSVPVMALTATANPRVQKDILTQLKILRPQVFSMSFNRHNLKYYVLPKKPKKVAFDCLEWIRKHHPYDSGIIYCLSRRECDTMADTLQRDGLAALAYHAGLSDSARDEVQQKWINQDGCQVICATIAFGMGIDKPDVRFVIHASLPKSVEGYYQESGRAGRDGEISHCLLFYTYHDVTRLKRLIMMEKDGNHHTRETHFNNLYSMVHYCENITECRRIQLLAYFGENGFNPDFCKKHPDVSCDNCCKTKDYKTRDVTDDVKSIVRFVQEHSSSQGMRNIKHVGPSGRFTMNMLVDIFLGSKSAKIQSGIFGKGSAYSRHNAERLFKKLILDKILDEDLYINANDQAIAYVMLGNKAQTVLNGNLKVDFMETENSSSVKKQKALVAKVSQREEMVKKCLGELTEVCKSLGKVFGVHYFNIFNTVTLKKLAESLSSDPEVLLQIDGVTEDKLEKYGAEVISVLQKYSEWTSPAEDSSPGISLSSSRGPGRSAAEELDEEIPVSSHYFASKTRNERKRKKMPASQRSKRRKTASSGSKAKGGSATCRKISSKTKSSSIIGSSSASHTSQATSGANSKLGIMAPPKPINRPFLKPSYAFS
G9a inh – G9a (human) methyltransferase inhibition. Potency, µM (titrated, usually from 102 µM), inactives show at the top dose activity, negative = inhibition, hits mostly inhibitors. 8.8% of 350,000 active. Q96KQ7. AID 504332. G9a H3K9 monomethylation, AlphaScreen, 2 h; also: % is scaled to controls: 0 for no effect and ±100 for the full control effect; nearly all actives have a fitted effect of over 75% in size
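Compounds were preincubated with 20 nM G9a for 15 min, after which biotinylated H3K9 peptide (500 nM) and SAM (20 uM) started a 2 h room-temperature reaction. Monomethylated product was quantified by antibody-based AlphaScreen chemiluminescence.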
Pin1 inh – inhibitors of human Pin1. 0.009% of 390,000 active. Potency, µM (highest dose often 115 µM), for the others: at the highest dose activity, negative = inhibition, hits mostly inhibitors. Q13526. Pin1 FP peptide displacement, HiFluor488, 10 min; active = well fitted inhibition curve with a large enough effect in the polarisation, with a control signal flat, not every such curve was filed as active; inconclusive = small, poorly fitted or top-dose-only effect, or effect the other way, or a change in a side signal; inactive = no such curve, though single readings can be large or run the other way; the % refers to the polarisation; also: % is scaled to controls: 0 for no effect and ±100 for the full control effect
JMJD2A Tudor inh – blocks the human JMJD2A Tudor domain; AlphaScreen JMJD2A-Tudor / H3K4me3 peptide binding; Potency, µM (top dose mostly 114 µM), without a hit: top-dose activity change, negative = inhibition, hits mostly inhibitors; 4.4% of 390,000 active; also: % is scaled to controls: 0 for no effect and ±100 for the full control effect; nearly all actives have a fitted effect of over 50% in size
PGK inhibitor – blocks T. brucei phosphoglycerate kinase. P07378. PGK/GAPDH coupled, Kinase-Glo luminescence, 60 min. Potency, µM (top dose mostly 57.5 µM), for inactives: top-dose activity change, negative = inhibition, hits mostly inhibitors. 0.043% of 380,000 active. AID 602233; also: % is scaled to controls: 0 for no effect and ±100 for the full control effect; nearly all actives have a fitted effect of over 60% in size
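Recombinant glycosomal PGK reaction used 1,3-bisphosphoglycerate generated in-well by GAPDH (100nM final) in 100mM TEA pH 7.6, 5mM MgCl2, 0.01% Tween-20. After 60 minutes at room temperature, ATP was read by Kinase-Glo Plus luminescence end-point.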
HP1b chromo inh – blocks HP1-beta chromodomain binding to methylated histone tails; P83916; 0.56% of 390,000 active; AID 540317; AlphaScreen HP1-beta / biotin-H3K9me3 peptide binding; Potency, µM (highest dose often 114 µM), for inactives: at the highest dose activity change, negative = inhibition, usual class: inhibitors; also: nearly all actives have a fitted effect of over 70% in size; inactives centre near 23
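AlphaScreen: HP1-beta (50 nM) preformed 30 min with biotin-H3(1-18)K9me3 peptide (50 nM) in PBS pH 7.4, 0.01% Tween-20. Compound added for 30 min at RT, then streptavidin donor/nickel chelate acceptor beads (10 ug/mL) for 30 min.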
BAZ2B inh – BAZ2B (human) inhibition; 4.4% of 360,000 active; Potency, µM (titrated, usually from 114 µM), without a hit: top-dose activity change, negative = inhibition, actives largely listed as inhibitors; AID 504333; Q9UIF8; AlphaScreen BAZ2B-H3K14Ac peptide displacement; also: % is scaled to controls: 0 for no effect and ±100 for the full control effect; nearly all actives have a fitted effect of over 60% in size
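BAZ2B 50 nM plus b-H3(5-23)K14Ac 50 nM, PBS pH 7.4/0.01% Tween-20, 30 min RT; compound added (max 110 uM), 30 min RT; streptavidin donor/Ni-chelate acceptor beads 10 ug/mL final, 20 min dark; AlphaScreen read.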
GLS inhibitor – blocks human kidney-isoform glutaminase activity; O94925; GLS enzymatic activity, qHTS titration; Potency, µM (titrated, usually from 45.5 µM), for the others: top-dose activity change, negative = inhibition, most hits filed as inhibitors; 0.21% of 410,000 active; also: % is scaled to controls: 0 for no effect and ±100 for the full control effect
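Human kidney-isoform GLS in 45 mM KH2PO4 pH 8.2, 0.02% Tween-20, with compound, started with 1mM L-Glutamine (added stock). Glutamate oxidase/HRP/Amplex red coupled fluorescence read at start and after 30 min at RT.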
Pol iota inh – inhibitors of human DNA polymerase iota; Pol iota fluorescent replication assay, 10 min; Potency, µM (top dose mostly 115 µM), for the others: at the highest dose activity, negative = inhibition, hits mostly inhibitors; Q9UNA4; 1% of 390,000 active
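Pol iota at 10 nM preincubated 15 min with compounds at room temperature; reaction started with fluorescent substrate, 50 nM final. Fluorescence read kinetically at 0 and 10 min; buffer-only wells as negative control.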
* marks the source's active call; other numbers are inactive results; [ ] = remark or other dose. Unless noted, calls follow the shape of the dose curve; as a rule, active = well fitted curve in the direction sought with a large enough effect; inconclusive = small, poorly fitted or top-dose-only effect, or another doubt; inactive = no such curve, though single readings can be large; an effect the other way counts as inactive or inconclusive. Potency is read from the fitted curve at half-maximal effect. Some of the compounds tested, so the mix of outcomes need not match the whole.

The opening 3 compounds as a preview:
What do the screens show for `Cc1ccc(C(C(=O)NCC2CCCO2)N(C(=O)c2snc(C(N)=O)c2N)c2ccc(F)cc2)o1` (configuration not stated)?
BLM helicase inh: -6%; G9a inh: inconclusive; Pin1 inh: -3%; JMJD2A Tudor inh: -22%; PGK inhibitor: inactive; HP1b chromo inh: -11%; BAZ2B inh: -13%; GLS inhibitor: 0%; Pol iota inh: 16%

Results for O=Cc1ccc(OC2OCCOC2Oc2ccc(C=O)cc2)cc1 (configuration not stated) ?
BLM helicase inh: -4%; G9a inh: -9%[59 µM]; Pin1 inh: 1%; JMJD2A Tudor inh: -14%; PGK inhibitor: -4%; HP1b chromo inh: 22%; BAZ2B inh: -6%; GLS inhibitor: -3%; Pol iota inh: 62%[activator]

How did N#CC1=C(N)Oc2ccccc2C12C(=O)Nc1n[nH]c(-c3ccccc3)c12 (configuration not stated) do in these assays?
BLM helicase inh: -1%; G9a inh: -1%[59 µM]; Pin1 inh: 6%; JMJD2A Tudor inh: 5%; PGK inhibitor: -4%; HP1b chromo inh: 22%; BAZ2B inh: 2%; GLS inhibitor: 3%; Pol iota inh: -17%

Results, from the first entry:
What do the screens show for `Cc1ccc(C(C(=O)NCC2CCCO2)N(C(=O)c2snc(C(N)=O)c2N)c2ccc(F)cc2)o1` (configuration not stated)?
BLM helicase inh: -6%; G9a inh: inconclusive; Pin1 inh: -3%; JMJD2A Tudor inh: -22%; PGK inhibitor: inactive; HP1b chromo inh: -11%; BAZ2B inh: -13%; GLS inhibitor: 0%; Pol iota inh: 16%

Results for O=Cc1ccc(OC2OCCOC2Oc2ccc(C=O)cc2)cc1 (configuration not stated) ?
BLM helicase inh: -4%; G9a inh: -9%[59 µM]; Pin1 inh: 1%; JMJD2A Tudor inh: -14%; PGK inhibitor: -4%; HP1b chromo inh: 22%; BAZ2B inh: -6%; GLS inhibitor: -3%; Pol iota inh: 62%[activator]

How did N#CC1=C(N)Oc2ccccc2C12C(=O)Nc1n[nH]c(-c3ccccc3)c12 (configuration not stated) do in these assays?
BLM helicase inh: -1%; G9a inh: -1%[59 µM]; Pin1 inh: 6%; JMJD2A Tudor inh: 5%; PGK inhibitor: -4%; HP1b chromo inh: 22%; BAZ2B inh: 2%; GLS inhibitor: 3%; Pol iota inh: -17%

How did CC1CCN(c2nc3ccccc3nc2SCC(=O)Nc2ccccc2C(C)C)CC1 do in these assays?
BLM helicase inh: -8%; G9a inh: 123%[activator][59 µM]; Pin1 inh: 2%; JMJD2A Tudor inh: 33%; PGK inhibitor: -9%; HP1b chromo inh: 71%[activator]; BAZ2B inh: 36%[activator]; GLS inhibitor: -1%; Pol iota inh: -15%

What do the screens show for `Cc1oc(-c2cc3c(cc2Cl)OCO3)nc1CN1CCCC1c1ccc(F)cc1` (configuration not stated)?
BLM helicase inh: -6%; G9a inh: 18%[12.7 µM]; Pin1 inh: 25%; JMJD2A Tudor inh: -25%; PGK inhibitor: 0%; HP1b chromo inh: 19%; BAZ2B inh: inconclusive; GLS inhibitor: -2%; Pol iota inh: 55%[activator]

How did COc1cc(/C=N/n2c(-c3ccccc3)n[nH]c2=S)ccc1O do in these assays?
BLM helicase inh: 4%; G9a inh: 2.2µM*; Pin1 inh: -3%; JMJD2A Tudor inh: 5µM*; PGK inhibitor: -7%; HP1b chromo inh: 4%; BAZ2B inh: -2%; GLS inhibitor: -27%; Pol iota inh: 42%[activator]

Results for COc1cc(NC(=O)c2onc(C)c2Cl)cc(OC)c1OC ?
BLM helicase inh: -3%; G9a inh: -25%[2.33 µM]; Pin1 inh: 0%; JMJD2A Tudor inh: -4%; PGK inhibitor: inactive; HP1b chromo inh: 68%[activator]; BAZ2B inh: 2%; GLS inhibitor: -4%; Pol iota inh: 4%

What do the screens show for `COc1ccc(OC)c(NC(=O)Cn2cc(S(=O)(=O)c3ccccc3)c(=O)c3cc(C)ccc32)c1`?
BLM helicase inh: -10%; G9a inh: -39%[59 µM]; Pin1 inh: 36%[activator]; JMJD2A Tudor inh: -12%; PGK inhibitor: 2%; HP1b chromo inh: 19%; BAZ2B inh: -15%; GLS inhibitor: 4%; Pol iota inh: 60%[activator]

Results for Cc1ccccc1C(=O)OCc1cc(=O)n2c(C)csc2n1 ?
BLM helicase inh: 0%; G9a inh: 15%[59 µM]; Pin1 inh: 6%; JMJD2A Tudor inh: -5%; PGK inhibitor: inactive; HP1b chromo inh: 8%; BAZ2B inh: 1%; GLS inhibitor: 2%; Pol iota inh: 11%

Results for CC(=O)Nc1ccc(S(=O)(=O)NCCC(=O)NCC2COc3ccccc3O2)cc1 (configuration not stated) ?
BLM helicase inh: -5%; G9a inh: 45%; Pin1 inh: 1%; JMJD2A Tudor inh: -7%; PGK inhibitor: -5%; HP1b chromo inh: 27%; BAZ2B inh: -13%; GLS inhibitor: -1%; Pol iota inh: -8%

How did Cc1ccc(C)n1-c1ccc(C#N)cn1 do in these assays?
BLM helicase inh: -7%; G9a inh: -28%; Pin1 inh: 1%; JMJD2A Tudor inh: -23%; PGK inhibitor: -8%; HP1b chromo inh: -19%; BAZ2B inh: -14%; GLS inhibitor: 2%; Pol iota inh: 156%[activator]

How did CCC1=C(c2ccc(C)cc2)S(=O)(=O)N=C1N1CCC(C(=O)N2CCCCC2)CC1 do in these assays?
BLM helicase inh: -1%; G9a inh: 9%[59 µM]; Pin1 inh: -6%; JMJD2A Tudor inh: -16%; HP1b chromo inh: inconclusive; BAZ2B inh: -7%; GLS inhibitor: 1%; Pol iota inh: -14%

What do the screens show for `CC(=O)N1CCC(=NNc2nc3ccccc3s2)CC1`?
BLM helicase inh: -2%; G9a inh: -12%; Pin1 inh: -5%; JMJD2A Tudor inh: -17%; PGK inhibitor: 2%; HP1b chromo inh: 20%; BAZ2B inh: -30%; GLS inhibitor: 20%; Pol iota inh: -2%

What do the screens show for `O=C1CSC(=S)N1/N=C/c1ccc(O)c(O)c1O`?
BLM helicase inh: inconclusive; G9a inh: 1.3µM*; Pin1 inh: 62%[activator]; JMJD2A Tudor inh: 3.2µM*; PGK inhibitor: inconclusive; HP1b chromo inh: 1.8µM*; BAZ2B inh: 2.8µM*; GLS inhibitor: inconclusive; Pol iota inh: -103%

Results for COC(=O)CSc1nc(C)c2c(n1)CCCC2 ?
BLM helicase inh: -3%; Pin1 inh: 2%; JMJD2A Tudor inh: -3%; PGK inhibitor: 2%; HP1b chromo inh: 48%[activator]; BAZ2B inh: -2%; GLS inhibitor: 1%; Pol iota inh: 9%

What do the screens show for `CCc1ccccc1NC(=O)CSc1ncc2c(n1)-c1cc(Cl)ccc1N(Cc1ccccc1)S2(=O)=O`?
BLM helicase inh: -5%; G9a inh: 6%[59 µM]; Pin1 inh: inconclusive; JMJD2A Tudor inh: -12%; PGK inhibitor: -8%; HP1b chromo inh: 15%; BAZ2B inh: -1%; GLS inhibitor: 7%; Pol iota inh: -19%

How did O=C(Nc1ccc2nc(SCC(=O)N3CCOCC3)sc2c1)c1cccc(Cl)c1 do in these assays?
BLM helicase inh: -7%; G9a inh: 1%[59 µM]; Pin1 inh: -2%; JMJD2A Tudor inh: -7%; PGK inhibitor: -7%; HP1b chromo inh: 52%[activator]; BAZ2B inh: -3%; GLS inhibitor: -1%; Pol iota inh: 24%

How did CN1C(=O)CC(P(=O)(c2ccccc2)c2ccccc2)N(C)C1=O (configuration not stated) do in these assays?
BLM helicase inh: -1%; G9a inh: 10%[59 µM]; Pin1 inh: -1%; JMJD2A Tudor inh: -18%; PGK inhibitor: 1%; HP1b chromo inh: 11%; BAZ2B inh: 0%; GLS inhibitor: 9%; Pol iota inh: 11%

What do the screens show for `O=C1Nc2ccccc2N=C(c2ccccc2)C1N1CCOCC1` (configuration not stated)?
BLM helicase inh: -2%; G9a inh: 40µM*; Pin1 inh: 1%; JMJD2A Tudor inh: -7%; PGK inhibitor: inactive; HP1b chromo inh: 41%[activator]; BAZ2B inh: 1%; GLS inhibitor: -8%; Pol iota inh: -1%

Results for Cc1noc(NS(=O)(=O)c2ccc(NC(=O)CSc3nc4c(cc3C#N)CCC4)cc2)c1C ?
BLM helicase inh: -4%; G9a inh: 7.1µM*; Pin1 inh: 2%; JMJD2A Tudor inh: 25µM*; PGK inhibitor: inactive; HP1b chromo inh: -1%; BAZ2B inh: inconclusive; GLS inhibitor: -7%; Pol iota inh: 30%

Results for COc1ccc(-c2cccc([C@H]3[C@@H]4C=CCC[C@@]4(C)C(=O)N3Cc3ccccc3)c2)cc1 ?
BLM helicase inh: -10%; G9a inh: 11%[12.7 µM]; Pin1 inh: -3%; JMJD2A Tudor inh: inconclusive; PGK inhibitor: -7%; HP1b chromo inh: 5%; BAZ2B inh: -20%; GLS inhibitor: 1%; Pol iota inh: 13%

Results for COc1ccc2ccccc2c1C1NC(=O)c2ccccc2N1 (configuration not stated) ?
Pin1 inh: -8%; JMJD2A Tudor inh: -12%; PGK inhibitor: -3%; HP1b chromo inh: 27%; GLS inhibitor: 7%; Pol iota inh: 5%

Results for Cc1cccc(NC(=O)C2CCCN(C(=O)Nc3ccc(F)cc3)C2)c1C (configuration not stated) ?
BLM helicase inh: -8%; G9a inh: 7%; Pin1 inh: 6%; JMJD2A Tudor inh: -8%; PGK inhibitor: 15%; HP1b chromo inh: 37%[activator]; BAZ2B inh: -14%; GLS inhibitor: -3%; Pol iota inh: 27%

Results for O=C(Nc1nc2ccccc2n1CCOc1ccc(Cl)cc1)c1ccco1 ?
BLM helicase inh: 2%; G9a inh: -6%; Pin1 inh: 5%; JMJD2A Tudor inh: -20%; PGK inhibitor: -3%; HP1b chromo inh: 30%; BAZ2B inh: 5%; GLS inhibitor: 1%; Pol iota inh: -12%

Compound activity: PubChem, National Center for Advancing Translational Sciences (NCATS)
